Bioassay records (PubChem BioAssay)
zVAD death inh – blocks zVAD induced death of L929 cells; L929 zVAD necroptosis rescue, ATP luminescence, 24 h; with zVAD 60 µM; viability rescue, % at 10 µM; 220,000 compounds, 0.38% hits; AID 1377;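 active means activation, scaled between plate controls, above about 75%, limit read from the data; inactive means activation under that limit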;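 further: 0% = zVAD with DMSO and 100% = DMSO alone without zVAD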
MDM2 E3 inh – inhibitors of human Mdm2 E3 ubiquitin ligase; AID 1230; signal enhancement, % at 5 µM; Q00987; cell-based MDM2 ubiquitination luciferase reporter, 2 h; 0 = plate control, 100 = twice control, blank-subtracted; 210,000 compounds, 0.11% hits;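 active means signal enhancement of 30% or more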;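 further: luminescence tracks abundance of the self-degrading MDM2-luciferase fusion protein; higher signal means inhibition of MDM2 E3 ligase activity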
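system = mammalian cells stably expressing self-ubiquitinating, self-degrading MDM2 E3–luciferase fusion | quantity = 2000 cells per well seeded | incubation = 4 h cell settling then 2 h compound exposure, 37 °C | signal = SteadyLite luminescence, 15 min reagent step | benchmarks = plate control and blank wells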
p47phox inh – p47phox (human) inhibition. AID 1274. inhibition, % at 24.7 µM. p47phox/p22phox peptide binding, fluorescence polarization, 2 h. P14598. 220,000 compounds, 0.53% hits;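 active means inhibition above about 30%, limit read from the data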;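 further: 0% = p47phox with labelled peptide and 100% = labelled peptide alone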
Target sequence (P14598 whole entry, looked up): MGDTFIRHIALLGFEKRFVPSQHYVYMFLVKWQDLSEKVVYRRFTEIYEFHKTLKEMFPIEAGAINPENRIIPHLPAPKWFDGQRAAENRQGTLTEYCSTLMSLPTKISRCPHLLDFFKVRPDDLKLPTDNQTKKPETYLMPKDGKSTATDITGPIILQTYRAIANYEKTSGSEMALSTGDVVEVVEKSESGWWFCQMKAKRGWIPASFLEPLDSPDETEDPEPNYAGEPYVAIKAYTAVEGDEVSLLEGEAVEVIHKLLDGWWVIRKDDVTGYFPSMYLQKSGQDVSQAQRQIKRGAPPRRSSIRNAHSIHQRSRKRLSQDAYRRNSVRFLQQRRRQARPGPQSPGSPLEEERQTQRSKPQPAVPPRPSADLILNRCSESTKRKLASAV
Runt-SMMHC FRET – inhibitors of human RUNX1 Runt domain binding to CBFb-SMMHC; Cerulean-Runt/Venus-CBFb-SMMHC FRET ratio 530/480, 1 h; inhibition, % at 20 µM; Q01196+Q13951; AID 1434; 220,000 compounds, 0.74% hits;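 active means mean inhibition across duplicate retests at 20 µM reaching about 50%, limit read from the data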;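 further: 0% = DMSO wells and 100% = wells with excess untagged CBFb-SMMHC; inhibitors lower the FRET ratio by blocking Runt binding to CBFb-SMMHC; some results filed as inactive read as strong as hits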
Tb hexokinase – blocks Trypanosoma brucei hexokinase 1 activity; recombinant TbHK1, G6PDH-coupled NADH A340; inhibition, % at 10 µM; 220,000 compounds, 0.11% hits; AID 1430;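 active means inhibition of 50% or more in the single-dose primary screen; inactive means inhibition below 50%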
EBV gp42 block – EBV gp42 inhibition; Q1HVG2; Fluorescence polarization binding assay, mP read-out; inhibition, % (tested at 21.74 µM); 220,000 compounds, 0.42% hits; in the data active means inhibition above about 50%
Target sequence (Q1HVG2 whole entry, looked up): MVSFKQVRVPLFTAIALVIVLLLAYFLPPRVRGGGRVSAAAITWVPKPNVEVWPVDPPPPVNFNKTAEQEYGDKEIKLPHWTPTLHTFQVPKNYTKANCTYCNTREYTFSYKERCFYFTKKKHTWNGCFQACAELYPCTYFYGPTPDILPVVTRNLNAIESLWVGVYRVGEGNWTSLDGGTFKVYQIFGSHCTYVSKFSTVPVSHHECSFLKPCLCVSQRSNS
14-3-3 Bad PPI – disrupts binding of bovine 14-3-3 zeta to phospho-Bad peptide; TR-FRET 14-3-3zeta/Dy647-pBad peptide displacement, 1 h; inhibition, % at 21.7 µM; 220,000 compounds, 0.71% hits; AID 781;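 active means inhibition above about 70%, limit read from the data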;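 further: 0% = full 14-3-3 plus peptide FRET controls and 100% = background without 14-3-3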
Target sequence (P63103 whole entry, looked up): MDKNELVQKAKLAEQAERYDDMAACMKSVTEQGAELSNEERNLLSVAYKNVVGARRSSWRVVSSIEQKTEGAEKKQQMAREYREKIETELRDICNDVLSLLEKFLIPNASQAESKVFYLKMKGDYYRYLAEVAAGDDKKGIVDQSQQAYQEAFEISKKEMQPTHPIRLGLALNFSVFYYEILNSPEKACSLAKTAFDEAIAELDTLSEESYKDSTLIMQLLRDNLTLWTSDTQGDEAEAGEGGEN
Runt-CBFb FRET – blocks binding of human RUNX1 Runt domain to CBFb; Q01196+Q13951; Cerulean-Runt/Venus-CBFb FRET ratio 530/480, 1 h; inhibition, % at 20 µM; 220,000 compounds, 0.46% hits; AID 1496;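 active means inhibition over about 50% at 20 µM in the single-dose screen, limit read from the data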;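 further: 0% = DMSO wells and 100% = excess unlabeled CBFb competitor control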
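Measured by: fluorescence energy transfer, 422 nm excitation, 530/480 nm emission; Assay system: Cerulean-Runt domain; Medium: Tris pH 7.5 buffer with BSA; Measure: loss of energy transfer signal; Controls: 5 µM unlabeled CBFb as full-inhibition high control; Incubation: protein complex preformed 1 h, compound exposure 1 h, room temperature, dark.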
Hck Nef HTS – blocks Nef-activated human Hck kinase | P08631 | Recombinant Hck-YEEI plus Nef, Z-Lyte FRET kinase assay | inhibition, % at 20 µM | 220,000 compounds, 0.68% hits | AID 463187;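 active means Hck-Nef kinase inhibition above about 50%, limit read from the data; inactive means inhibition below that limit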;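 further: 0% = DMSO with Hck plus Nef and 100% = Hck alone without Nef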
The depositor's hits bear a star; / = no result given; [ ] = another dose, or the depositor's remark.

SMILES	zVAD death inh	MDM2 E3 inh	p47phox inh	Runt-SMMHC FRET	Tb hexokinase	EBV gp42 block	14-3-3 Bad PPI	Runt-CBFb FRET	Hck Nef HTS
NCCCC[C@H]1CNC(=O)C(=O)N1CC1CCCCC1	0.8	-25	4	-8	-13	-11	3	4	17
Cc1ccc(-c2cc3ccccc3nc2N2CCCC2)cc1	0.1	-20	3	5	-3	-6	0	-1	2
COc1ccc(C)cc1NC(=O)Cn1cnc2sc(C)c(S(=O)(=O)N3CCOCC3)c2c1=O	0.1	-8	-9	5	-4	-21	10	-2	1
O=C(O)CC12CC3CC(C1)CC(n1ncc(NCc4ccccc4)c(Cl)c1=O)(C3)C2	0.0	-6	6	-4	-30	-1	-3	0	14
CCC(CC)c1nnc(NC(=O)CCN2C(=O)c3ccccc3C2=O)s1	0.1	-18	-9	0	-4	-18	-6[fluorescence artefact?]	-3	0
O=C(Cc1ccc(S(=O)(=O)N2CCOCC2)s1)Nc1ccccc1Br	1.7	-7	-3	-2	-4	-4	2	-1	15
CCOC(=O)C1=C(O)/C(=C/c2cc(OC)c(O)c(OC)c2)SC1=Nc1ccc(OC)cc1	5.7	-1	-65	-69	-32	-25	3	-33	2
CCOc1cc(/C=C/C(=O)NCCc2ccc(S(N)(=O)=O)cc2)ccc1OCC(C)C	0.1	/	-5	-1	-14	-11	-2	-2	14
COc1ccccc1C(=O)Oc1cc(N)n(S(=O)(=O)c2ccc(C)cc2)n1	1.9	-16	-4	-8	-1	11	51	-1	94*
COc1ccc(/C=N/Nc2cc(C)nc(N3CCOCC3)n2)cc1OC	0.2	-7	-10	0	-92	-9	-12	-3	19
Cc1cccc(NC2SC(=O)N(CC(=O)O)C2=O)c1 (centres undefined)	-1.2	/	-7	4	-1	-19	-1	-2	-8
Cc1ccc2cccc(N)c2n1	0.5	-10	-4	-6	-5	5	-3	0	1
CCN(CC)S(=O)(=O)c1cc(C(=O)Nc2ccccn2)ccc1C	0.1	-33	-5	0	-3	-14	3	9	0
CCCN1CCC(NC(=O)CCc2nnc(Cc3cc(OC)ccc3OC)o2)CC1	-0.1	17	-4	2	2	-15	-7	1	20
CCc1nnc2cccc(Cl)n12	2.7	-21	-10	-1	2	-1	-20	2	21
Cn1c(SCc2cccnc2)nnc1-c1c[nH]c2ccccc12	4.8	-2	5	-1	3	7	4	4	3
Cn1c(=O)n(C)c2cc([N+](=O)[O-])c(N3CCN(C(=O)c4cccc(F)c4)CC3)cc21	-0.3	-7	-8	1	-7	-10	-4	1	25
Cc1ccc(C(=O)OCCn2cc(C#N)c(=O)[nH]c2=O)cc1	0.1	9	-19	0	1	2	-4	0	8
N#Cc1c(NC(=O)C2CC2)sc2c1CCCCC2	/	-2	-8	37	-1	11	2	15	0
COc1ccccc1NC(=O)C(=O)NCc1ccccc1Cl	0.0	-27	-9	0	-3	7	4	-2	4
CCOCCCNC(=O)CN1C(=O)C(CC)Oc2ccccc21 (centres undefined)	0.1	-22	-17	-1	-2	-22	0	2	0
CC(=O)N1CCN=C1SCc1ccccc1	1.0	-13	-17	-2	0	-19	10	0	0
CC(C)c1ccc(NC(=O)c2n[nH]c(=O)c3ccccc23)cc1	2.2	-11	-13	3	0	-12	-17	0	20
O=C(Nc1cc(Cl)cc(Cl)c1)C(NCCO)c1ccccc1 (centres undefined)	-0.1	8	3	-8	-4	-5	80*	1	0
COC(=O)C(N)Cc1ccc(OC)c([N+](=O)[O-])c1 (centres undefined)	0.3	10	0	-1	-13	-3	3	1	4
c1ccc2sc(SN3CCOCC3)nc2c1	0.8	6	0	2	-1	-30	26[fluorescence artefact?]	3	5
CC(C)(C)c1cc2nc(N)nc(N)n2n1	0.2	-9	-4	-2	-7	-9	1	2	10
CCOC(=O)C1(Cc2ccc(OC)cc2)CCN(C(=O)CCc2cccnc2)CC1	-1.2	-1	7	-3	1	-2	1	-2	17
CC(=O)c1sc(NC(=O)C2=NN(c3ccccc3)C(=O)CC2)nc1C	1.6	-1	-5	3	-17	7	1	-1	-7
COC(=O)c1sc2nc(C)cc(C)c2c1N	1.0	-2	6	4	-12	2	-14	1	17
Nc1cc(=O)[nH]c(=O)n1CC1CC1	1.1	/	9	-1	1	2	9	0	-9
CC(C)c1nc(-c2ccc([N+](=O)[O-])cc2)cs1	0.3	-2	-5	0	-12	10	3	-1	-2
CCCCCCNC(=O)CCNS(=O)(=O)c1ccc(C)cc1	2.0	-20	-6	-10	0	-25	-7	-2	25
Cc1cccc(C)c1NC(=O)N1CCN(c2nc3ccccc3s2)CC1	-0.2	-18	-2	-2	-1	0	-6	2	-1
O=[N+]([O-])c1cc2c(cc1/C=N/NS(=O)(=O)c1ccc(Br)cc1)OCO2	0.8	-11	-1	3	-7	3	-22	9	24
Brc1ccc(OCc2cn3ccccc3n2)cc1	0.2	-58	-10	-2	-4	-6	-13	0	-2
Nn1c(SCC(=O)NCc2ccccc2)nncc1=O	0.8	-9	-26	1	3	8	3	0	3
Cc1ccc(NC(=O)CSc2nc(NS(=O)(=O)c3ccccc3)cc(=O)[nH]2)cc1	0.0	-10	-14	3	0	-12	67	0	-1
Clc1ccc(-c2nnn(Cc3nc4ccccc4s3)n2)cc1	2.1	0	-19	-3	-1	-5	2	-3	1
CN(CCOc1ccc(-c2ccn(S(=O)(=O)c3cccc4ccccc34)n2)cc1)c1ccccn1	1.1	6	-44	4	-14	-19	3	1	1
Cn1c(SCC(=O)NC(C)(C)C)nnc1-c1cccc(NC(=O)c2ccccc2F)c1	0.0	1	-16	1	-3	-9	8[fluorescence artefact?]	-10	-1
CCOC(=O)C1=NN(c2ccccc2)C(=O)C1	-0.4	-12	-5	-8	-9	-10	-1	1	4
CC(C)C(=O)OCC(=O)Nc1ccc(N=Nc2ccccc2)cc1	0.9	-10	-12	2	-36	-4	-6[fluorescence artefact?]	-4	0
CCc1ccc(NC(=O)CN2C(=O)C(=O)N(Cc3ccccc3)C2=O)cc1	1.7	4	-6	-1	-3	-9	-4	-2	-7
CC(C)N(C(=S)NC1CC2CCC1C2)c1ccccc1 (centres undefined)	0.1	-4	-12	1	3	4	-23	1	21
COC(=O)Cc1csc(Nc2ccccc2Cl)n1	-0.8	-12	-3	-2	6	-3	0	0	0
COc1ccc(C(=O)NNC(=O)c2ccccc2[N+](=O)[O-])cc1[N+](=O)[O-]	2.6	-6	-1	-3	-6	-23	-12	0	18
CN(C)S(=O)(=O)Oc1cccc(C(=O)Nc2ccc(Cl)cc2)c1	3.6	-50	2	-1	4	-8	-2	-6	-1
COc1cccc(NC(=O)CN2CCN(c3nc(-c4cccc(OC)c4)cs3)CC2)c1	0.6	/	-43	10	4	-36	2	0	9
Cc1cc(-c2n[nH]c(=S)n2/N=C/c2ccc(Cl)c([N+](=O)[O-])c2)n[nH]1	0.3	-11	-2	2	3	-17	9	5	1
CCOC(=O)C1CCCN(C(=O)c2cc(Cl)ccc2Cl)C1 (centres undefined)	-0.1	-9	-9	3	6	1	-8	0	0
CN(C)c1ccc(C2NCC(CCl)O2)cc1 (centres undefined)	0.2	-1	-4	-5	-23	-9	12	-2	0
O=C(O)CCCCCN1C(=O)/C(=C\c2ccncc2)SC1=S	-0.3	-10	-17	3	33	-1	8	6	-3
S=c1[nH]nc(-c2cccnc2)n1/N=C/C=C/c1ccccc1	-0.4	-7	3	12	-13	-11	11	9	0
COc1ccc(N=Cc2sc3ccccc3c2Cl)cc1	0.0	-2	2	-4	-2	-6	0	0	3
COc1ccc(C2OCC3(CO2)SC(=O)NC3=O)cc1 (centres undefined)	0.6	10	-8	-1	-6	-3	-4	0	-11
COc1ccc(OC)c(NC(=O)COC(=O)/C=C/c2ccccc2Cl)c1	1.3	4	-9	-1	0	8	6	0	2
CSc1nnc(Cc2cc(=O)[nH]c(=O)[nH]2)n1-c1cccc(C)c1	0.2	-6	-16	4	3	-4	5	-3	2
COc1cccc(Nc2c3c(nc4c(-c5ccccc5)c(C)nn24)CCC3)c1	1.4	-14	2	2	-15	-1	10	0	-1
O=C(NCc1ccco1)C1CCN(S(=O)(=O)Cc2ccccc2)CC1	-0.5	2	10	3	-4	-5	-3	1	7

More entries:
SMILES	zVAD death inh	MDM2 E3 inh	p47phox inh	Runt-SMMHC FRET	Tb hexokinase	EBV gp42 block	14-3-3 Bad PPI	Runt-CBFb FRET	Hck Nef HTS
COCCSc1ccccc1C(=O)Nc1ccc2c(c1)OCCO2	-1.3	-4	1	1	19	9	-1	-3	-24
Oc1c(C(c2cccs2)N2CCN(c3ccc(F)cc3)CC2)sc2ncnn12 (centres undefined)	2.5	-28	-5	3	-14	-6	8	-2	1
COc1ccccc1-n1c(SCC(N)=O)nc2sc3c(c2c1=O)CCC3	1.1	-2	-5	0	-14	-12	15	0	-2
CCOc1ccc(N2C(=O)CC(Sc3ncccn3)C2=O)cc1 (centres undefined)	-0.2	-8	-5	-1	0	-12	2	7	1
CNc1c([N+](=O)[O-])cnn1-c1cccc(Cl)n1	0.8	-28	-3	-9	-13	-9	7	1	2
CC1CCCN(C(=O)c2ccc(COc3ccccc3Br)cc2)C1 (centres undefined)	0.1	-20	-6	-3	-6	-20	-6	-5	3
COCCNc1nc(C)c(C(C)=O)s1	3.4	-11	6	-2	-25	-18	-11	0	20
N#Cc1ccc(Cl)cc1NC(=O)COC(=O)[C@H](CCC(N)=O)NC(=O)c1ccc(F)cc1	/	-7	-1	4	-2	4	7	-3	7
Nc1[nH]n2c(=O)c3c(nc2c1N=Nc1ccccc1)CCCC3	0.0	-7	-18	-3	-9	8	-18[fluorescence artefact?]	-5	1
O=S(=O)(c1ccc(Br)cc1)N1CCn2c(nc3ccccc32)C1	0.7	-21	-7	-3	-4	-9	-4	2	1
COc1ccc2c(OC)cc(-c3ccccc3)nc2c1	-0.2	/	-19	-2	-5	0	9[fluorescence artefact?]	-2	14
COC(=O)CCC(=O)Nc1cccc([N+](=O)[O-])c1	-1.2	-12	-7	3	-4	-21	1	1	24
CC(=O)OCc1c(C)cc(C)c(/C=C(/C#N)C(N)=O)c1C	1.3	0	-3	-4	-4	-7	-3	0	17
CC1(C)CNc2cc(N)ccc2S1	2.0	-7	-8	-2	-8	3	-4	2	19
Cn1nc(OC(=O)Nc2ccc(F)cc2)cc1C(F)(F)F	0.5	-4	-16	2	0	8	-1[fluorescence artefact?]	1	-2
